Screens from PubChem BioAssay.
Redox H2O2 prof: compounds producing H2O2 with reducing agent – biochemical, NIH compound library profiling, artefact control for MLSCN library redox annotation, primary screen. activation, % at 10 µM. 200,000 tested, 0.03% active. DTT-dependent redox cycling H2O2, phenol red/HRP absorbance; 100% = 100 µM peroxide control, 0% = buffer;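 active means activation of at least 50% relative to the plate's high and low controls in the primary single-dose screen; inactive means activation below 50%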;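 further: compound incubated with DTT at 0.8 mM final as the reducing agent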
Hsp70 act: transcriptional activators of Hsp70; HeLa Hsp70 promoter luciferase reporter, luminescence; scaled: vehicle 0, proteasome-inhibitor control 100%; activation, % at 10 µM; 200,000 tested, 0.04% active; AID 1203;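 active means activation above the mean across all tested compounds plus 3 SD, cutoff set per campaign, cut at about 5.5% in these data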;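 further: 100% = MG132 at 30 µM as the positive control and 0% = DMSO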
S1P3 antag: antagonists of human S1P3 receptor | inhibition, % at 4.98 µM | CHO S1P3 NFAT-BLA reporter, FRET fluorescence, antagonist mode | AID 485 | Q99500 | 170,000 tested, 0.27% active;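 active means inhibition above the plate cutoff, the mean inhibition of test wells on that plate plus 3 SD, cut at about 28% in these data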;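 further: cells challenged with S1P at its EC80 of 0.8 µM; blue over green emission ratio from cleaved BLA substrate after 4 h stimulation; 0% = S1P-stimulated wells and 100% = unstimulated DMSO-only wells; some compounds past the cut are filed as inactive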
Target sequence (Q99500 whole entry, looked up): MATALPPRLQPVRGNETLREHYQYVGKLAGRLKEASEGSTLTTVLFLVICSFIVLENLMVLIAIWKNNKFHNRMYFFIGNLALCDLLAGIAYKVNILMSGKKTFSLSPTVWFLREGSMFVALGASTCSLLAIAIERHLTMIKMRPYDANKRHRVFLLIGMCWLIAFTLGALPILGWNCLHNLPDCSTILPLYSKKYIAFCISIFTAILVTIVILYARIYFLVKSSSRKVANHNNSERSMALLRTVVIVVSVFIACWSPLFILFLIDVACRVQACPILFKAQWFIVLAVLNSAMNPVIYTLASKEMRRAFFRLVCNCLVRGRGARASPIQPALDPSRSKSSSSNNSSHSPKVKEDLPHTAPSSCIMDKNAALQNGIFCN
PMI activator: phosphomannose isomerase (human) activation; 190,000 tested, 0.005% active; P34949; activation factor at 20 µM; AID 1214; purified human PMI, coupled resazurin fluorescence, 20 min; hits give high values; 1 = vehicle control, 0 substrate-free wells;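 active means activation factor of 2 or more at 20 µM, relative to plate controls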
Target sequence (P34949 whole entry, looked up): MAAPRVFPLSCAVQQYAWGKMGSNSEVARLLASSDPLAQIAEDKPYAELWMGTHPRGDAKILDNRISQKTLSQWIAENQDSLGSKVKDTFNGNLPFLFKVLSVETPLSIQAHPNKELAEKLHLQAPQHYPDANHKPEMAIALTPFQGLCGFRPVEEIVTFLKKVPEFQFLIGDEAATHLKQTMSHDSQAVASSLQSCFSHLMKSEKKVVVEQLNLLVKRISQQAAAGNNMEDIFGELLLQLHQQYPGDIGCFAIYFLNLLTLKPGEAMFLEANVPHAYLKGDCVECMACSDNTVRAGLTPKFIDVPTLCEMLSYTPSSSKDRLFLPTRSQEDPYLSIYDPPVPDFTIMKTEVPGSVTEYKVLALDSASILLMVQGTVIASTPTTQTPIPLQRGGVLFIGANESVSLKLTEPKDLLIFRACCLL
TNAP inh no acc: blocks human TNAP activity with no phosphate acceptor present; P05186; purified TNAP, CDP-star luminescence, 30 min; inhibition, % at 20 µM; 200,000 tested, 0.26% active;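 active means tissue-nonspecific alkaline phosphatase inhibition above about 50% at 20 µM in the single-dose screen, limit read from the data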;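 further: 0% = DMSO negative control and 100% = EDTA positive control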
HMGR II inh: E. faecalis class II HMG-CoA reductase inhibition; inhibition, % at 10 µM; purified E. faecalis HMGR, NADPH absorbance 340 nm kinetic; 190,000 tested, 0.41% active;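 active means inhibition above a set limit, the median over all tested compounds plus 3 SD, cut at about 9.5% in these data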;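 further: enzyme runs in reverse so mevalonate oxidation gives rising NADPH absorbance; 0% = complete reaction with DMSO and 100% = background rate lacking mevalonate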
RAM network inh: inhibitors of the yeast RAM network. S. cerevisiae dse1pr::URA3 reporter, 5-FOA growth OD615, 2 d; analog-sensitive cbk1-as2 kinase mutant strain. inhibition, % at 50 µM. 190,000 tested, 1.8% active. AID 868;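 active means inhibition above a set limit, 3 SD over mean compound inhibition, cut at about 8.4% in these data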;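 further: 0% = DMSO-only wells with no growth and 100% = 10 µM 1-NA-PP1 full growth; inhibition rescues growth on 5-FOA so higher OD means more RAM inhibition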
TNAP inh hiacc: blocks human TNAP under high phosphate acceptor concentration | P05186 | purified TNAP, CDP-star luminescence, 1 M DEA | inhibition, % at 20 µM | 200,000 tested, 0.03% active;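 active means over 50% inhibition of tissue-nonspecific alkaline phosphatase at 20 µM in the single-dose screen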;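 further: plate controls were DMSO wells for no effect and EDTA-quenched wells as full inhibition for full effect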
PMI act satM6P: activators of human phosphomannose isomerase at near-saturating mannose 6-phosphate; P34949; coupled PMI enzyme assay, resazurin fluorescence, 20 min; hits give high values; 1 = untreated enzyme, 0 = substrate-free blank; activation factor at 20 µM; 190,000 tested, 0.34% active;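 active means activation factor of 2 or more at 20 µM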
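Test system: human phosphomannose isomerase with PGI, G6PDH, diaphorase coupling enzymes / Doses: 20 µM compound, 1% DMSO / Times: enzyme reaction with compound 20 min at room temperature / Measured by: Diaphorase-driven resazurin-to-resorufin fluorescence, excitation 544, emission 590 nm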
Lmaj promast: inhibitors of Leishmania major promastigote growth | inhibition, % at 10 µM | Leishmania major promastigotes, resazurin fluorescence viability | 200,000 tested, 9% active | AID 1063; in the data active means inhibition above about 50%;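 further: promastigotes grown with compound for 44 hours at 28 °C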
Numbers without * were called inactive; · = no result given.

SMILES	Redox H2O2 prof	Hsp70 act	S1P3 antag	PMI activator	TNAP inh no acc	HMGR II inh	RAM network inh	TNAP inh hiacc	PMI act satM6P	Lmaj promast
O=C(CSc1nc2ccccc2o1)c1ccccc1	0.5	0.3	·	0.9	-10	-3	3.6	-1	0.9	-3
CCSc1nc2c(c(=O)[nH]c(=O)n2C)n1C/C=C(/C)Cl	1.9	-0.3	-3	0.9	-1	-9	0.3	-3	0.9	-4
CCc1ccc(-c2cc(C(=O)N/N=C/c3ccco3)[nH]n2)cc1	-0.2	-0.3	6	0.9	51*	-1	2.7	-1	1	12
COc1ccc([N+](=O)[O-])cc1NC(=O)/C=C/C(=O)O	0.0	-0.5	-10	1	-17	2	2.0	-5	1	-4
Cn1cccc1/C=N/NC(=O)Cn1cnc2ccccc21	-2.0	-0.4	·	1	4	0	2.1	-1	1	-1
CCc1cc2cc(C)c(C)cc2nc1SCC(=O)Nc1cc(C)on1	0.6	-0.1	3	0.9	-4	1	4.5	-1	0.9	-8
CCOc1cc(/C=C(/C#N)c2nc3ccccc3[nH]2)ccc1Oc1ccc([N+](=O)[O-])cn1	-0.5	0.2	·	0.8	-7	0	1.5	-1	0.8	21
CCC(c1nnnn1CCc1ccccc1)N(Cc1ccco1)Cc1cc2cccc(C)c2[nH]c1=O (stereo unspecified)	0.9	0.1	42	0.9	-9	-4	2.1	-5	1	99*
CCCCNS(=O)(=O)c1ccc2nc(-c3cccnc3)cc(C(=O)NCCCN(CC)CC)c2c1	-1.8	-0.2	-15	1	-11	-3	0.4	0	1	0
COc1cccc(NC(=S)N/N=C2/CCCCc3ccccc32)c1	0.7	-0.1	10	1	-8	3	5.5	1	0.9	40
Cc1csc(=N)n1CC(=O)N1CCc2ccccc21	-2.2	-0.2	4	1.1	-3	-3	0.8	-2	1	6
CCOc1ccc(-c2cc(C(=O)OC)[nH]n2)cc1	-0.4	-0.3	7	0.9	85*	-7	0.5	-6	0.8	19
O=C(COC(=O)C1(c2ccc(Cl)cc2)CCCC1)NC1CCS(=O)(=O)C1 (stereo unspecified)	2.0	0.1	·	1	-5	-2	1.2	-1	1	-1
COc1ccccc1N1CCN(C(c2ccc(F)cc2)c2nnnn2C(C)C)CC1 (stereo unspecified)	-2.8	-0.1	-7	1	-16	0	2.8	-10	1	36
Cc1nc2sc(C(c3ccco3)N3CCN(c4cccc(Cl)c4)CC3)c(O)n2n1 (stereo unspecified)	0.2	0.0	0	1	-6	-3	-0.5	-4	1.2	26
O=C(O)CC/C(=C\c1cccc(NC(=O)c2ccccc2Cl)c1)c1nc2ccccc2s1	-0.2	0.0	-8	1	-13	4	2.6	-1	1	-5
FCCCOc1ccc(-c2nccc(-c3ccc(Cl)cc3)n2)cc1	0.9	0.1	·	0.9	5	0	8.8*	4	0.9	-10
COc1ccc(N2CC(C(=O)N/N=C/c3ccc(C)cc3)CC2=O)cc1 (stereo unspecified)	-0.8	0.0	-10	0.9	-4	-4	0.5	-3	0.9	0
Cc1nc2ccc(NC(=O)NCc3ccco3)cc2s1	0.6	-0.1	-17	0.9	-6	-3	-0.6	0	0.9	7
O=C(Nc1ccc(C(F)(F)F)cc1)c1ccc2nc[nH]c2c1	-0.2	-0.2	-6	1	-20	-6	0.4	-3	1	-11
Cc1ccc(/C=N/NC(=O)c2ccccc2OCc2cccc(Br)c2)o1	-0.6	-0.2	2	0.9	-13	-4	0.3	-5	1	30
COC(=O)c1ccc(N2CCN(c3ccccc3)CC2)c(NC(=O)C2CC2)c1	0.9	-0.1	·	0.9	-5	4	1.3	1	0.9	-2
O=c1[nH]c(CCl)nc2cc(-c3ccc(Cl)cc3)sc12	-1.3	0.1	·	0.8	-3	-3	1.7	-1	0.9	97*
COc1ccc(C(=O)NN=C(Cc2ccccc2)Cc2ccccc2)cc1OC	0.0	-0.1	8	1	-7	0	-1.1	0	0.9	51*
Cc1cc(=O)n2c3ccccc3n(CC(O)CN3CCCC3)c2c1C#N (stereo unspecified)	-4.3	0.2	·	1	-7	-6	0.0	-2	1	22

Part of the list above, with bars between the fields:
molecule | Redox H2O2 prof | Hsp70 act | S1P3 antag | PMI activator | TNAP inh no acc | HMGR II inh | RAM network inh | TNAP inh hiacc | PMI act satM6P | Lmaj promast
CCOc1cc(/C=C(/C#N)c2nc3ccccc3[nH]2)ccc1Oc1ccc([N+](=O)[O-])cn1 | -0.5 | 0.2 | · | 0.8 | -7 | 0 | 1.5 | -1 | 0.8 | 21
O=C(COC(=O)C1(c2ccc(Cl)cc2)CCCC1)NC1CCS(=O)(=O)C1 (stereo unspecified) | 2.0 | 0.1 | · | 1 | -5 | -2 | 1.2 | -1 | 1 | -1

Continued.
SMILES	Redox H2O2 prof	Hsp70 act	S1P3 antag	PMI activator	TNAP inh no acc	HMGR II inh	RAM network inh	TNAP inh hiacc	PMI act satM6P	Lmaj promast
CCOc1ccccc1NC=C1C(=O)OC(C)(C)OC1=O	0.9	-0.3	10	1.1	0	-9	1.2	-6	1.1	3
CCN1CCN(C(c2cccs2)C(C)NC(=O)c2ccccc2)CC1 (stereo unspecified)	-0.3	-0.3	-19	1.2	-11	-2	0.5	-2	1.3	-6
Cc1ccc(S(=O)(=O)NCCSCc2ccco2)cc1	-1.0	-0.3	-5	0.9	-4	2	-1.3	-2	1	-5
Cc1cccc(CC2CC(=O)N(CCc3ccc4c(c3)OCO4)C2=O)c1 (stereo unspecified)	-0.2	-0.2	-2	0.8	-10	-2	1.5	-6	0.9	1
COc1cc(/C=C2/NC(=O)N(Cc3ccccc3F)C2=O)ccc1O	8.5	0.3	-4	1	1	-4	2.2	8	1	-9
COc1cc(OC)c(C2N(c3ccc(Cl)cc3)C(=O)C3CCCN32)cc1OC (stereo unspecified)	-0.9	-0.3	-10	0.9	-15	1	0.3	-4	0.8	-7
COc1cc(C(=O)NCc2ccc(C(=O)NCC(OC)OC)cc2)cc(OC)c1OC	-0.3	-0.3	-17	1.1	-2	-6	1.1	0	1.1	-1
O=C(O)c1cn(-c2ccc(N3CCCC3)c(F)c2)c2c(F)c(F)c(F)cc2c1=O	-2.4	0.1	-5	1.1	8	-1	1.8	-2	0.8	11
O=C(CCc1ccccc1)NCCc1nc2ccccc2[nH]1	0.2	-0.1	-6	1	-8	3	2.0	-1	0.9	5
Cc1c(NC(=O)c2ccccc2NS(=O)(=O)c2ccc(F)cc2)c(=O)n(-c2ccccc2)n1C	1.5	-0.3	-46	1	-13	-3	1.5	-2	1.1	-6
Cc1cc(C)c2[nH]c(=O)c(CN(Cc3nnnn3C3CCCC3)C3CCCCC3)cc2c1	-0.1	0.1	4	1.1	0	-2	-0.2	5	1	29
Cc1ccccc1Cn1cc(/C=N/n2cnnc2)c2ccccc21	2.5	-0.4	-16	0.8	-5	3	6.4	0	0.9	28
CC(=O)Nc1cc(-c2ccccc2)ccc1O	-0.7	0.3	-23	1	-6	-9	0.4	-9	1	-7
CCCOc1ccc(/C=N/Nc2ccccc2[N+](=O)[O-])c(OCCC)c1	1.4	-0.3	2	1	22	-5	16*	20	1	0
NC(=O)CSc1nnc(Cc2ccc3c(c2)OCO3)n1C1CCCCC1	0.3	-0.2	-28	1	-11	-2	0.0	-3	1	-1
N=c1sccn1CC(=O)NCc1ccc(Cl)cc1Cl	-1.1	0.1	1	1.1	-6	1	1.9	-3	1	5
COC(=O)c1ccc(NC(=S)NC(=O)c2cc(-c3ccccc3)nc3ccccc23)cc1	0.2	-0.4	·	0.9	-4	2	5.1	-2	1	13
N#C/C(=C\c1ccc(-c2ccccc2Cl)o1)C(=O)Nc1nc2ccccc2s1	0.0	-0.2	-7	1	-2	2	6.5	23	1.1	-5
COC(=O)c1ccc(OC(=O)CCN2C(=O)C3CCCCC3C2=O)cc1 (stereo unspecified)	-0.3	-0.4	-1	1	-12	0	0.4	-2	1	-5
CCc1nc2ccccc2n1CC1CC1(Cl)Cl (stereo unspecified)	-0.6	0.1	-10	1	-4	-3	2.6	-1	0.9	13
CCOc1ccc2nc(SC3CC(=O)N(c4ccc(C)cc4)C3=O)sc2c1 (stereo unspecified)	-3.0	0.2	·	1	-6	-5	0.5	-1	1	-7
COCCCNc1nc2c(c(=O)[nH]c(=O)n2C)n1CC(O)COc1ccccc1 (stereo unspecified)	2.2	-0.4	·	1	7	-1	-0.1	-1	0.9	-2
CC(=O)c1sc(NC(=O)c2c(F)cccc2F)nc1C	0.1	-0.4	·	0.9	-10	0	2.7	-6	1	27
C(=N\Nc1ncnc2nc[nH]c12)/c1cccs1	-0.9	-0.1	-17	1	-108	9	1.0	-3	1	17
O=C(COC(=O)CCCN1C(=O)c2cccc3cccc(c23)C1=O)Nc1cccc(C(F)(F)F)c1	-0.4	-0.1	-7	0.9	-4	-2	12*	-6	1	-4

Next records follow.
SMILES	Redox H2O2 prof	Hsp70 act	S1P3 antag	PMI activator	TNAP inh no acc	HMGR II inh	RAM network inh	TNAP inh hiacc	PMI act satM6P	Lmaj promast
CCCCC[n+]1cccc2c3ccccc3ccc21	0.7	-0.2	-17	1	-2	-3	-0.4	-4	1	100*
CC1CN(C2CCN(C(=O)c3cccc(Cl)c3)CC2)CC(C)O1 (stereo unspecified)	2.0	1.2	·	0.9	-6	0	1.3	-1	1	91*
CC(C)Sc1nc(N2CCOCC2)c2c3c(sc2n1)COC(C)(C)C3	-3.6	0.3	·	0.9	-1	2	-0.2	-1	0.8	5
C[C@@H]1CN(Cc2cn(C)nc2-c2cccc(Cl)c2)C[C@H](C)O1	-0.3	-0.1	-1	1	-1	4	0.8	-3	1.1	-2
CCc1nnc(NC(=O)CN2C(=O)c3ccccc3C2=O)s1	0.1	-0.1	-12	1	-10	-3	0.7	-5	1	-7
CC1CC(N(C(=O)C2CC2)c2ccccc2)c2ccccc2N1C(=O)C1CC1 (stereo unspecified)	3.5	-0.4	-3	1.1	2	-4	3.0	-4	1	-2
Cc1cccc2cc3c(N)c(C(=O)N4CCc5ccccc54)sc3nc12	-0.2	-0.3	-8	0.8	-9	-3	2.8	1	0.9	0

Molecules above that contain an aryl thioether with sulfur outside any ring, in the order listed:
SMILES	Redox H2O2 prof	Hsp70 act	S1P3 antag	PMI activator	TNAP inh no acc	HMGR II inh	RAM network inh	TNAP inh hiacc	PMI act satM6P	Lmaj promast
O=C(CSc1nc2ccccc2o1)c1ccccc1	0.5	0.3	·	0.9	-10	-3	3.6	-1	0.9	-3
CCSc1nc2c(c(=O)[nH]c(=O)n2C)n1C/C=C(/C)Cl	1.9	-0.3	-3	0.9	-1	-9	0.3	-3	0.9	-4
CCc1cc2cc(C)c(C)cc2nc1SCC(=O)Nc1cc(C)on1	0.6	-0.1	3	0.9	-4	1	4.5	-1	0.9	-8
NC(=O)CSc1nnc(Cc2ccc3c(c2)OCO3)n1C1CCCCC1	0.3	-0.2	-28	1	-11	-2	0.0	-3	1	-1
CCOc1ccc2nc(SC3CC(=O)N(c4ccc(C)cc4)C3=O)sc2c1 (stereo unspecified)	-3.0	0.2	·	1	-6	-5	0.5	-1	1	-7
CC(C)Sc1nc(N2CCOCC2)c2c3c(sc2n1)COC(C)(C)C3	-3.6	0.3	·	0.9	-1	2	-0.2	-1	0.8	5

Outcome played no part in choosing rows (roughly 12% active in at least one column).
